aGlu spleen mod = qHTS Assay for Inhibitors and Activators of Human alpha-Glucosidase From Spleen Homogenate | human spleen homogenate, 4-MU-alpha-glucoside fluorescence | Potency, µM (titrated, usually from 79.9 µM), for the others: top-dose activity change, negative = inhibition, usual class: inhibitors | 240,000 compounds, 0.006% hits | AID 2112, 2009;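 note: 0% = enzyme with vehicle and -100% = no enzyme basal signal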
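Human spleen homogenate (1 ug) with 4-methylumbelliferyl-alpha-D-glucopyranoside (1 mM final) in 50 mM citrate/phosphate pH 5.0, 0.01% Tween-20; 40 min at 37 C. Stopped at pH 10; 4-MU fluorescence Ex 365/Em 440 nm; AC50 by Hill fit.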
Tau fibril ThT = qHTS for Inhibitors of Tau Fibril Formation, Thioflavin T Binding. recombinant tau K18 P301L, heparin-induced fibrillization, ThT fluorescence. Potency, µM (titrated, usually from 57.4 µM), for inactives: at the highest dose activity, negative = inhibition, hits mostly inhibitors. 270,000 compounds, 2.1% hits; note: % is set by controls: 0 for no effect and ±100 for the full control effect; nearly all actives have a fitted effect of over 55% in size
Target sequence (P10636 561-689 P618L limits assumed): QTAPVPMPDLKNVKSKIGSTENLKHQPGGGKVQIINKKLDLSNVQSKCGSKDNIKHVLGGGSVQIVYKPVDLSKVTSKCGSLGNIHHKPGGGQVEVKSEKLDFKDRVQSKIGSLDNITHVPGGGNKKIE
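Fibril formation assay: tau K18 P301L at 15 uM with trace Alexa 594 label, heparin inducer 20 uM, pH 7 sodium acetate buffer, 37 C for 6 hr; endpoint ThT signal.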
GAA glycogen = qHTS Assay for Inhibitors and Activators of Human alpha-Glucosidase Cleavage of Glycogen | Lysosomal alpha-glucosidase (Homo sapiens), P10253 | recombinant GAA, glycogen substrate, Amplex Red glucose oxidase fluorescence | Potency, µM (top dose mostly 76.4 µM), for the others: top-dose activity change, negative = inhibition, most hits filed as inhibitors | 300,000 compounds, 0.38% hits;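 note: 0% = full enzyme reaction and -100% = no-enzyme basal signal; the screen sought inhibitors and activators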
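Natural-substrate format: glycogen cleavage by 4 nM human enzyme, glucose read by Amplex Red coupling (Ex 573, Em 610 nm). Normalized to enzyme and no-enzyme controls.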
GAA inh = qHTS Assay for Inhibitors of Human alpha-Glucosidase as a Potential Chaperone Treatment of Pompe Disease; purified human GAA, 4-MU-alpha-glucoside fluorescence; Potency, µM (doses to about 76.9 µM), for inactives: at the highest dose activity change, negative = inhibition, actives largely listed as inhibitors; 200,000 compounds, 0.005% hits; AID 1466, 2008; Lysosomal alpha-glucosidase (Homo sapiens), P10253;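 note: plate controls were uninhibited enzyme wells for no effect and no-enzyme background for full effect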
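Enzyme (4 nM final) mixed with compound (up to 77 uM), then 4-MU-alpha-D-pyranoside (400 uM final) added; 20 min at room temperature, pH 5.0. Reaction stopped at pH 10, fluorescence read, AC50 derived by Hill fit.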
GLA spleen mod = qHTS Assay for Inhibitors and Activators of Human alpha-Galactosidase From Spleen Homogenate | 240,000 compounds, 0.008% hits | Potency, µM (series often up to 80 µM), for the others: top-dose activity change, negative = inhibition, actives largely listed as inhibitors | human spleen homogenate, 4MU-alpha-Gal fluorescence, 40 min;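 note: 0% = enzyme with vehicle and -100% = no enzyme basal signal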
Target sequence (P06280 32-429 limits assumed): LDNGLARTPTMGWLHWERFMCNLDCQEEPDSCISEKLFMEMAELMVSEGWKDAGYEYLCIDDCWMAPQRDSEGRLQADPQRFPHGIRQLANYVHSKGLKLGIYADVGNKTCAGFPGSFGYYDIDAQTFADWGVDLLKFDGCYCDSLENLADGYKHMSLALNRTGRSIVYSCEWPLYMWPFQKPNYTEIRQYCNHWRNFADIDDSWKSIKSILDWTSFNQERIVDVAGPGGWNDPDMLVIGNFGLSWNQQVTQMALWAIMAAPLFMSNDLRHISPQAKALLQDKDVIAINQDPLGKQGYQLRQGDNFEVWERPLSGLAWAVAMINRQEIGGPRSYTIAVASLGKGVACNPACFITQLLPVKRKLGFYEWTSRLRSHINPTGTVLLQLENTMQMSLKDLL
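Inhibition or activation of alpha-galactosidase in human spleen homogenate is scored by 4-MU fluorescence after 40 min at 37C, pH 5.0, with 1 mM substrate. AC50s come from concentration-response fitted to the Hill equation.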
Tau fluor cs = Counterscreen qHTS for Inhibitors of Tau Fibril Formation, Fluorescence Polarization. tau K18 P301L (four-repeat tau fragment) Alexa594 fluorescence, heparin fibrillization. Potency, µM (highest dose often 57.7 µM), inactives show top-dose activity change, negative = decrease. 280,000 compounds, 0.93% hits. AID 1463, 2008; note: % is set by controls: 0 for no effect and ±100 for the full control effect; nearly all actives have a fitted effect of over 55% in size
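Human K18 P301L tau (15 uM unlabeled plus 0.24 uM Alexa 594-labeled, final) in 100 mM sodium acetate pH 7 was mixed with compound and 20 uM heparin and incubated 6 hr at 37 C.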
Tau fibril FP = qHTS for Inhibitors of Tau Fibril Formation, Fluorescence Polarization | Microtubule-associated protein tau (Homo sapiens), P10636 | 280,000 compounds, 0.39% hits | Potency, µM (top dose mostly 57.7 µM), for inactives: at the top dose activity, negative = inhibition, actives largely listed as inhibitors | K18 P301L tau heparin fibrillization, Alexa594 FP, 6 h; note: % is set by controls: 0 for no effect and ±100 for the full control effect; nearly all actives have a fitted effect of over 55% in size
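Quantitative HTS format: compounds meet 15 uM recombinant K18 P301L tau and Alexa 594-tau tracer in 100 mM sodium acetate pH 7; 20 uM heparin triggers fibrillization at 37 C over 6 hr; FP gives the signal.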
HTT cytoprotect = qHTS Multiplex Assay to Identify Dual Action Probes in a Cell Model of Huntington: Cytoprotection (ATP). PC12 HTT-Q103 induced, cytoprotection, ATP luminescence, 40 h. Potency, µM (doses to about 56.4 µM), for inactives: cytoprotection (ATP increase), hits mostly activators. 230,000 compounds, 0.14% hits. AID 1471, 2008;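 note: % of control where 0% means no effect; nearly all actives have a fitted effect of over 45% in size; toxic huntingtin expression switched on by the ecdysone agonist tebufenozide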
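Quantitative HTS on tebufenozide-induced (100 nM) PC12 cells expressing HTTQ103 exon 1–GFP; compounds tested as a concentration series; survival measured via cellular ATP.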
Numbers without * were called inactive; ? = inconclusive; . = no result given; [ ] = remark or other dose. Calls come from the whole dose curve; as a rule, active = well fitted curve in the direction sought with a large enough effect; inconclusive = small, poorly fitted or top-dose-only effect, or another doubt; inactive = no such curve, though single readings can be large; an effect the other way counts as inactive or inconclusive. Potency is the fitted concentration of half-maximal effect.

entry	mol	aGlu spleen mod	Tau fibril ThT	GAA glycogen	GAA inh	GLA spleen mod	Tau fluor cs	Tau fibril FP	HTT cytoprotect
1	Cc1ccc(S(=O)(=O)Nc2ccccc2CNc2c(C)n(C)n(-c3ccccc3)c2=O)cc1	3%	?	28µM*	-6%	1%	-15%	-2%	-21%[10 µM]
2	COc1ccc(CCNC(=O)c2cc(C(=O)c3cc(C)ccc3O)cn(CCc3ccc(OC)cc3)c2=O)cc1	-11%	-9%	-1%	?	-16%	-16%	-8%	-17%[10 µM]
3	CCN(CCCNC(=O)Cn1ncc2c3ccccc3n(C)c2c1=O)c1cccc(C)c1	.	?	3%[76.3 µM]	.	.	-25%	-1%	.
4	COc1ccccc1-c1nn(CCC(=O)Nc2ccccc2)c2nc(C)cc(C)c12	.	-15%	-18%[76.3 µM]	.	.	-16%	1%	.
5	COc1ccc(-c2nc(CS(=O)CC(=O)NC3CCCc4ccccc43)c(C)o2)cc1OC (configuration not stated)	-4%	?	?	-3%	7%	-8%	10%	5%
6	N/C(=N\NS(=O)(=O)c1cc(C(F)(F)F)cc(C(F)(F)F)c1)c1ccccn1	9%	-5%	-25%	-7%	8%	-5%	0%	-1%[10 µM]
7	COc1ccc(S(=O)(=O)NC(CC(=O)NCc2ccccc2OC)c2ccco2)cc1 (configuration not stated)	-4%	-9%	-2%	-3%	-5%	-11%	-2%	10%[10 µM]
8	Cc1ccc(C2CC(c3ccc(Cl)cc3)=NNC2=O)cc1 (configuration not stated)	3%	-3%	-9%	-1%	8%	-8%	1%	-3%
9	Cc1ccc(C)c(N=Nc2ccc(O)c3ncccc23)c1	6%	?	2%	-10%	-3%	-26%	15%	-109%[inhibitor]
10	O=C(O)C1CCCCC1C(=O)Nc1ccc(-c2ccccc2)cc1 (configuration not stated)	1%	-9%	22%	4%	-5%	-7%	-6%	-46%[inhibitor]
11	CCC(=O)Nc1cc(-c2nn(CC(=O)N3CCCCC3)c(=O)c3ccccc23)ccc1N1CCOCC1	-7%	-9%	-14%	3%	-1%	-7%	-4%	-27%
12	CC(=O)N1CCN(CCN2C(C)=CC(=C(C#N)C#N)C=C2C)CC1	2%	11%	8%	1%	1%	13%	8%	-27%
13	CCOC(=O)Cc1csc(NS(=O)(=O)c2ccc(Cl)cc2)n1	-5%	-4%	6%	-2%	-5%	0%	7%	32%[10 µM]
14	COC(=O)c1ccc(OCC(=O)NC(C)(C)C)cc1	-4%	5%	-1%	-5%	-7%	2%	1%	2%
15	COc1ccccc1/C=C/C(=O)Nc1nc2n(n1)C(c1ccc(F)cc1)C=C(c1ccccc1)N2 (configuration not stated)	.	-7%	7%[76.3 µM]	.	.	1%	3%	.
16	Cc1ccc(NC(=O)Cn2cccc2C2=NC(c3ccccc3)CO2)cc1C (configuration not stated)	2%	-3%	-13%	5%	3%	-5%	-5%	-9%[10 µM]

5 entries from above, ordered by the number in GLA spleen mod, rising:
cpd	Molecule	GLA spleen mod
13	CCOC(=O)Cc1csc(NS(=O)(=O)c2ccc(Cl)cc2)n1	-5%
9	Cc1ccc(C)c(N=Nc2ccc(O)c3ncccc23)c1	-3%
11	CCC(=O)Nc1cc(-c2nn(CC(=O)N3CCCCC3)c(=O)c3ccccc23)ccc1N1CCOCC1	-1%
12	CC(=O)N1CCN(CCN2C(C)=CC(=C(C#N)C#N)C=C2C)CC1	1%
16	Cc1ccc(NC(=O)Cn2cccc2C2=NC(c3ccccc3)CO2)cc1C (configuration not stated)	3%

Further records follow:
entry	mol	aGlu spleen mod	Tau fibril ThT	GAA glycogen	GAA inh	GLA spleen mod	Tau fluor cs	Tau fibril FP	HTT cytoprotect
17	O=Nc1c(O)[nH]c2c(F)cccc12	6%	-2%	0%	-4%	-4%	8%	-4%	.
18	O=C(COC(=O)c1n[nH]c2ccccc12)Nc1ccccc1	-1%	-10%	5%	-7%	1%	-12%	-8%	-10%
19	N#C/C(=N\Nc1ccccc1)C(=N)N1CCCCC1	-6%	?	3%	-4%	3%	-11%	15%	-77%[inhibitor]
20	O=C(c1ccccc1)c1c2c(cc3sc4ccccc4[n+]13)-c1cccc3cccc-2c13	4%	6.3µM*	5%	?	0%	?	?	.
21	O=C(NCC(c1cccnc1)N1CCc2ccccc21)c1ccc(F)cc1 (configuration not stated)	.	-8%	0%[76.3 µM]	.	.	-11%	2%	.
22	CCN(C(=O)C(C)OC(=O)C1C(C(=O)OC)=C(C)NC(C)=C1C(=O)OC)c1ccccc1 (configuration not stated)	-3%	0%	-2%	-4%	-3%	0%	3%	-11%
23	N/C(Cn1cncn1)=N\NC(=O)C(=O)Nc1ccc(Cl)cc1Cl	-3%	?	-17%	3%	-2%	-6%	1%	5%[10 µM]
24	CC(=O)O[C@@H]1C[C@H]2C(C)=C[C@H]3OC(=O)[C@@H](C)[C@H]3C[C@H]2[C@]1(C)O	0%	-2%	5%	.	1%	6%	-1%	3%[10 µM]
25	COc1ccc(NC(=O)Nc2ccc(OC)c(OC)c2)c([N+](=O)[O-])c1	-3%	?	-2%	2%	-3%	-18%	8%	-5%[10 µM]
26	Cc1cc2c(cc1[N+](=O)[O-])NC(CNC(C)C)CC2 (configuration not stated)	-6%	-12%	-1%	.	-13%	1%	3%	14%[10 µM]
27	COc1ccc(CCNC(=O)C2CCN(Cc3nc(-c4ccccc4C)oc3C)CC2)cc1OC	-11%	-11%	0%	-7%	-8%	-10%	-2%	-16%[0.074 µM]
28	Cc1nc(-c2cccc(NC(=O)c3cc4cc(Br)ccc4oc3=O)c2)cs1	0%	?	8%	-6%	6%	-6%	-1%	-13%
29	O=C(O)C(=O)/C(=C\c1ccc(Cl)cc1)c1ccc2ccccc2n1	0%	?	-1%	?	11%	-15%	1%	-29%
30	COC(=O)c1cn[nH]c1N	-8%	-7%	-1%	4%	-12%	3%	5%	12%
31	Cc1cnc(C(=O)Nc2ccc(N3CCN(C(=O)OC(C)(C)C)CC3)cc2)cn1	-21%	1.8µM*	1%	-3%	-1%	-21%	-7%	-18%
32	CCN(CC)S(=O)(=O)c1ccc(C)c(NC(=S)Nc2cccc(S(=O)(=O)N3CCCCCC3)c2)c1	-2%	-1%	-6%	3%	1%	-6%	1%	-51%[inhibitor][10 µM]

Fetched by compound from the list above:
entry	mol	aGlu spleen mod	Tau fibril ThT	GAA glycogen	GAA inh	GLA spleen mod	Tau fluor cs	Tau fibril FP	HTT cytoprotect
29	O=C(O)C(=O)/C(=C\c1ccc(Cl)cc1)c1ccc2ccccc2n1	0%	?	-1%	?	11%	-15%	1%	-29%
14	COC(=O)c1ccc(OCC(=O)NC(C)(C)C)cc1	-4%	5%	-1%	-5%	-7%	2%	1%	2%

Other results:
entry	mol	aGlu spleen mod	Tau fibril ThT	GAA glycogen	GAA inh	GLA spleen mod	Tau fluor cs	Tau fibril FP	HTT cytoprotect
33	Cc1ccc(C(C)C)cc1OCCN1CCCC1	4%	7%	9%	-7%	-2%	10%	-5%	17%[10 µM]
34	COc1ccc(/C=C2\SC(=S)NC2=O)cc1OS(=O)(=O)c1ccc(NC(C)=O)cc1	-8%	13µM*	3%	-8%	-2%	-26%	12%	-39%[inhibitor]
35	CCOC(=O)CN1C(=O)N[C@@H](c2ccco2)C(C(=O)OC)=C1C	-1%[17.4 µM]	-13%[11.5 µM]	.	.	-1%[17.5 µM]	-4%[11.6 µM]	-5%[11.6 µM]	-5%[10 µM]
36	CN(C)S(=O)(=O)c1cccc(NC(=O)COC(=O)CCSc2ccc(Cl)cc2)c1	5%	-1%	-11%	-12%	-3%	?	-21%	35%[10 µM]
37	COc1ccc(-n2cc(CNCCN3CCOC3=O)c(-c3ccccc3Cl)n2)cc1	2%	2%	-6%	.	5%	3%	2%	-10%[10 µM]
38	Cc1ccc(NC(=O)c2ccc(NC(=O)CCS(=O)(=O)c3cccs3)cc2)cc1F	.	10%	-3%[76.3 µM]	.	.	-12%	?	.
39	COc1ccc(Cl)cc1N(CC(=O)N/N=C/c1ccc(OCC(N)=O)cc1)S(C)(=O)=O	-6%	13%	-2%	-1%	-13%	12%	3%	12%
40	Cc1ccc(NC(=O)C(NS(=O)(=O)c2cccc3nsnc23)C(C)C)nc1 (configuration not stated)	4%	-10%	3%	8%	-1%	-9%	1%	-8%
41	S=C1CCC(c2ccc(Cl)cc2)=NN1c1ccccc1	-3%	.	-7%	.	-2%	-17%	1%	12%[10 µM]
42	C=CCN1C(=O)C(O)(CC(=O)c2ccc(Cl)cc2)c2ccccc21 (configuration not stated)	-15%	?	7%	-5%[15.4 µM]	1%	-7%	1%	-2%
43	COc1cc(Cl)cc(/C=N/NC(N)=O)c1O	4%	-6%	?	?	2%	4%	0%	-48%
44	COC(=O)Cn1cc(/C=N/NC(=O)c2ccc(C#N)cc2F)c2ccccc21	-4%	-13%	9%	-8%	8%	-10%	4%	-19%
45	COc1ccc(NC(=S)NCCCN2CCOCC2)cc1	-7%	-3%	-6%	.	-11%	-8%	-5%	2%[10 µM]
46	CC(C)NC(=O)C12CC3CC(C1)CC(C(=O)NC(C)C)(C3)C2	-5%	0%	-4%	2%	-2%	2%	1%	.
47	N#Cc1c(NC(=S)NC(=O)c2ccccc2)sc2c1CCN(CCc1ccccc1)C2	6%	?	-21%	-4%	13%	-18%	-3%	-14%[10 µM]
48	Cc1c(NC(=O)C2CCCN2S(=O)(=O)c2ccc(Cl)cc2)c(=O)n(-c2ccccc2)n1C (configuration not stated)	0%	0%	-2%	-14%	3%	4%	4%	-8%

Assay outcomes (PubChem BioAssay)
